Screening results deposited in PubChem by Broad Institute.
ROS inducer: raises reactive oxygen species in U2OS cancer cells; U2OS ROS induction, H2DCF-DA fluorescence; ROS induction (% of piperlongumine), % at 10 µM; actives 2% (n = 46,000); in the data active = ROS induction above about 79%, passing the limit was not always enough; inconclusive = no clear call, values can overlap the other calls;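 note: 0% = DMSO vehicle median and 100% = reference compound median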
The depositor's hits bear a star; ? = inconclusive.

SMILES	ROS inducer
C[C@@H]1CCCCO[C@H](CN(C)C(=O)Nc2ccc3c(c2)OCO3)[C@@H](C)CN([C@H](C)CO)C(=O)c2cc(NC(=O)c3ccccc3)ccc2O1	0
Cc1c(C(=O)NC(C)C)oc2ccc(S(=O)(=O)N3CCCC3)cc12	-6
C[C@@H]1CN([C@H](C)CO)C(=O)c2cc(NC(=O)Cn3cnnn3)ccc2O[C@H]1CN(C)S(=O)(=O)c1cn(C)cn1	-6
C[C@@H]1CN([C@@H](C)CO)C(=O)Cc2cc(NS(=O)(=O)c3ccc(F)cc3)ccc2O[C@@H]1CN(C)Cc1ccc(Cl)c(Cl)c1	17
CCOC(=O)CSc1nnc(Cn2nnc3ccccc32)n1-c1ccc(F)cc1	11
O=C(CC(c1ccccc1)c1ccccc1)Nc1ccccn1	23
Cc1cccc(CN(C)C[C@H]2OCc3cn(nn3)CCCC(=O)N([C@@H](C)CO)C[C@@H]2C)c1	-8
CNC[C@H]1Oc2c(NS(=O)(=O)c3ccc(C)cc3)cccc2C(=O)N([C@@H](C)CO)C[C@@H]1C	-8
COc1nonc1NC(C)=O	3
C[C@@H]1CCCCO[C@@H](CN(C)C(=O)c2ccncc2)[C@@H](C)CN([C@H](C)CO)C(=O)c2cc(NC(=O)NC3CCCCC3)ccc2O1	-6
O=C(Nc1ccccc1)Nc1cccc(C(F)(F)F)c1	-9
CS(=O)(=O)N(CC(=O)Nc1c(F)cccc1F)c1ccc(Oc2ccccc2)cc1	7
CCc1ccc2oc(-c3ccc(NC(=O)c4ccccc4)cc3)nc2c1	9
C[C@@H]1CN([C@@H](C)CO)C(=O)c2cc(NC(=O)CCCCCC(=O)Nc3ccccc3N)ccc2O[C@@H]1CN(C)C(=O)Nc1ccc(C(F)(F)F)cc1	-2
Cc1nc(C)c(C(=O)C2C(=O)C(=O)N(CCCN3CCOCC3)C2c2ccncc2)s1 (stereo not drawn)	-14
CO/N=C(\C(=O)N[C@@H]1C(=O)N2C(C(=O)O)=C(COC(C)=O)CS[C@H]12)c1csc(N)n1	-14
COc1ccc(S(=O)(=O)Nc2ccc3c(c2)C(=O)N([C@@H](C)CO)C[C@H](C)[C@@H](CN(C)Cc2ccc(C(=O)O)cc2)O3)cc1	12
C[C@H]1CN([C@@H](C)CO)C(=O)c2cccc(NC(=O)Nc3ccc(F)cc3)c2O[C@@H]1CN(C)C(=O)Nc1ccc(F)cc1	-3
Cn1c(SCC(=O)N2CCc3ccccc32)nnc1-c1ccc(NC(=O)c2ccccc2Br)cc1	7
COc1ccc(NC(=O)Nc2ccc3c(c2)CC(=O)N([C@H](C)CO)C[C@H](C)[C@H](CN(C)Cc2ccc(C(F)(F)F)cc2)O3)cc1	2
COc1ccc(S(=O)(=O)N(C)C[C@H]2Oc3ccc(N(C)C)cc3C(=O)N([C@H](C)CO)C[C@H]2C)cc1	1
O=c1cc(CSCc2ccc(Cl)cc2)[nH]c(=O)[nH]1	-5
CN(Cc1cc(Br)cc(Br)c1N)C1CCCCC1	-1
CC(C)NC(=O)Nc1ccc2c(c1)C(=O)N([C@@H](C)CO)C[C@H](C)[C@@H](CN(C)Cc1ccc(C(=O)Nc3ccccc3N)cc1)O2	-6
CSc1ccccc1NC(=O)C(C)n1nc([N+](=O)[O-])c(Br)c1C (stereo not drawn)	0
COc1cccc(CN(C)C[C@@H]2OCc3cnnn3CCCC(=O)N([C@H](C)CO)C[C@@H]2C)c1	7
CCN(CC)C(=O)Cn1cc(S(=O)(=O)CC(=O)N2CCCCC2)c2ccccc21	-7
CCCNC(=O)c1ccc(CSc2nc3ccncc3[nH]2)cc1	-3
C[C@@H]1CN([C@H](C)CO)C(=O)Cc2cc(NC(=O)Nc3cccc4ccccc34)ccc2O[C@H]1CN(C)C(=O)Nc1ccc(C(F)(F)F)cc1	14
O=C(N/N=C/c1ccc(-n2ccnc2)cc1)c1ccccc1O	1
COc1ccc(S(=O)(=O)N(C)C[C@@H]2Oc3c(NC(=O)c4ccncc4)cccc3C(=O)N([C@H](C)CO)C[C@@H]2C)cc1	-3
CC(C(=O)O)(c1ccccc1)c1ccccc1	0
Cc1ccc(S(=O)(=O)Nc2ccc3c(c2)CC(=O)N([C@H](C)CO)C[C@H](C)[C@H](CN(C)CC2CC2)O3)cc1	6
CCOC(=O)c1cnc2oc3ccc(O)cc3c2c1-c1ccccc1	-5
CC(NC(=O)C1CCN(C(=O)N(C)C)CC1)c1ccccc1 (stereo not drawn)	-2
Cc1ccc(Cn2nc(C(=O)Sc3cccc(Cl)c3Cl)cc2C)cc1	26
CC(C)c1cc(Br)ccc1NC(=O)CSc1n[nH]c(-c2ccc(Cl)cc2)n1	4
O=C(O)CCCCCC(=O)N/N=C/c1ccc(CO)o1	-5
COc1ccc(CN(C)C[C@H]2Oc3ccc(NS(=O)(=O)c4cn(C)cn4)cc3C(=O)N([C@@H](C)CO)C[C@@H]2C)cc1	-2
Cc1ccccc1-c1nnc(SCC(=O)Nc2cc(C(F)(F)F)ccc2N2CCOCC2)o1	-5

Gathered by group, those above with bromine.
SMILES	ROS inducer
Cn1c(SCC(=O)N2CCc3ccccc32)nnc1-c1ccc(NC(=O)c2ccccc2Br)cc1	7
CN(Cc1cc(Br)cc(Br)c1N)C1CCCCC1	-1
CSc1ccccc1NC(=O)C(C)n1nc([N+](=O)[O-])c(Br)c1C (stereo not drawn)	0
CC(C)c1cc(Br)ccc1NC(=O)CSc1n[nH]c(-c2ccc(Cl)cc2)n1	4

Other structures
SMILES	ROS inducer
O=C(NO)c1ccc(C(=O)N/N=C/c2ccccc2OCCO)cc1	-14
Cc1noc(C)c1S(=O)(=O)Nc1ccc2c(c1)CC(=O)N([C@H](C)CO)C[C@H](C)[C@H](CN(C)Cc1ccc(Oc3ccccc3)cc1)O2	16
C[C@@H]1CN([C@H](C)CO)C(=O)c2cccc(N(C)C)c2O[C@H]1CN(C)S(=O)(=O)c1ccc(F)cc1	53
C[C@@H]1CN([C@@H](C)CO)C(=O)c2cc(NC(=O)Nc3ccc4c(c3)OCO4)ccc2O[C@H]1CN(C)S(=O)(=O)c1ccccc1	-9
C=CCNC(=O)Nc1ccc(Cl)cc1	-5
COc1ccc(CCN2C(=S)NC3CC2(C)Oc2c(OC)cc(Br)cc23)cc1OC (stereo not drawn)	-8
CCn1c(SCC(=O)Nc2ccc(C(N)=O)cc2)nnc1-c1ccco1	-5
Cc1cc(C)c2c(c1C(=O)Nc1cccc(C(F)(F)F)c1)CC(C)(C)C2=O	10
CC(C)NC(=O)Nc1cccc2c1O[C@@H](CN(C)S(=O)(=O)c1ccc(Cl)cc1)[C@@H](C)CN([C@@H](C)CO)C2=O	-9
O=C(Nc1ccccc1C(F)(F)F)C1c2ccccc2Oc2ccccc21	8
C=C1C(=O)OC2/C=C(\CO)C(OC(C)=O)C/C=C(/C)CC(OC(=O)/C(C)=C\CO)C12 (stereo not drawn)	53
COc1ccc(CN(C)C[C@@H]2Oc3ccc(NS(=O)(=O)c4ccccc4)cc3CC(=O)N([C@@H](C)CO)C[C@@H]2C)cc1	6
Cc1ccc(S(=O)(=O)Nc2ccc3c(c2)C(=O)N([C@@H](C)CO)C[C@H](C)[C@@H](CN(C)Cc2ccc(-c4ccccc4)cc2)O3)cc1	19
COc1ccc(CN(C)C[C@H]2Oc3ccc(NS(C)(=O)=O)cc3C(=O)N([C@@H](C)CO)C[C@@H]2C)cc1	-5
COc1ccc(NC(=O)C2CCCN2S(=O)(=O)c2ccc(F)cc2)cc1 (stereo not drawn)	-21
COc1cc(CNCc2cccc(C(F)(F)F)c2)cc(OC)c1	-8
COc1ccc(S(=O)(=O)N(C)C[C@@H]2OCCCC[C@@H](C)Oc3ccc(NS(=O)(=O)c4cn(C)cn4)cc3C(=O)N([C@H](C)CO)C[C@@H]2C)cc1	11
COc1ccc(-c2nc3cc(NC(=O)COc4ccc([N+](=O)[O-])cc4)ccc3o2)cc1Cl	25
C[C@H]1CN([C@@H](C)CO)C(=O)Cc2cc(NC(=O)Cc3cn(C)c4ccccc34)ccc2O[C@@H]1CN(C)S(=O)(=O)c1ccc(F)cc1	89*
CC(C)(c1ccc(NS(=O)(=O)C(F)(F)F)cc1)c1ccc(C(C)(C)c2cccc(NS(=O)(=O)C(F)(F)F)c2)cc1	22
COc1ccc2c(C)c(CC(C)O)c(=O)oc2c1 (stereo not drawn)	-9
COc1ccc(S(=O)(=O)Nc2ccc3c(c2)C(=O)N([C@H](C)CO)C[C@@H](C)[C@@H](CN(C)S(=O)(=O)c2ccc(C)cc2)O3)cc1	4
C[C@H](CO)N1C[C@H](C)[C@@H](CN(C)S(=O)(=O)c2ccc(Cl)cc2)Oc2ccc(NS(C)(=O)=O)cc2C1=O	-8
C[C@@H]1CN([C@H](C)CO)C(=O)c2cccc(NC(=O)c3nc4ccccc4s3)c2O[C@@H]1CN(C)Cc1ccncc1	9
CCCOc1cccc(C(=O)Nc2ccc(C(=O)OC)cc2)c1	4
Cc1onc(-c2c(F)cccc2Cl)c1C(=O)NCC1COc2ccccc2O1 (stereo not drawn)	-3
COc1ccc(NC(=O)CN(c2ccc(F)c(Cl)c2)S(C)(=O)=O)cc1Cl	9
CC(C)[C@H]1COC(c2cccc(C3=N[C@@H](C(C)C)CO3)n2)=N1	-4
CCC1=C(C)CN(C(=O)NCCc2ccc(S(=O)(=O)NC(=O)NC3CCC(C)CC3)cc2)C1=O (stereo not drawn)	-8
CC(C)(CO)NCc1ccc(-c2ccccc2)o1	9

Among those listed so far, these contain a nitro group on carbon.
SMILES	ROS inducer
CSc1ccccc1NC(=O)C(C)n1nc([N+](=O)[O-])c(Br)c1C (stereo not drawn)	0
COc1ccc(-c2nc3cc(NC(=O)COc4ccc([N+](=O)[O-])cc4)ccc3o2)cc1Cl	25

Returning to the listing; the 3 compounds before the break are reprinted first.
SMILES	ROS inducer
CC(C)[C@H]1COC(c2cccc(C3=N[C@@H](C(C)C)CO3)n2)=N1	-4
CCC1=C(C)CN(C(=O)NCCc2ccc(S(=O)(=O)NC(=O)NC3CCC(C)CC3)cc2)C1=O (stereo not drawn)	-8
CC(C)(CO)NCc1ccc(-c2ccccc2)o1	9
C[C@H](CO)N1C[C@H](C)[C@H](CN(C)C)Oc2c(NS(=O)(=O)c3cn(C)cn3)cccc2C1=O	-13
Cc1cc(C(=O)N2CCN(Cc3ccccc3)CC2)n[nH]1	-14
O=C(CSc1nc(O)cc(=O)n1-c1ccccc1)N1CCc2ccccc21	-15
Cc1ccc(S(=O)(=O)Nc2ccc3c(c2)C(=O)N([C@H](C)CO)C[C@H](C)[C@H](CN(C)C(=O)Nc2ccc(C(F)(F)F)cc2)O3)cc1	6
C[C@@H]1CN([C@@H](C)CO)C(=O)c2cc(NC(=O)Cc3ccccc3)ccc2O[C@H]1CN(C)C(=O)Nc1ccccc1	0
C[C@@H]1CN([C@H](C)CO)C(=O)Cc2cc(NC(=O)Nc3ccccc3)ccc2O[C@H]1CN(C)S(=O)(=O)c1cccs1	-9
C[C@@H]1CN([C@H](C)CO)C(=O)c2cc(NC(=O)Nc3ccc(C(F)(F)F)cc3)ccc2O[C@@H]1CN(C)C(=O)NC1CCCCC1	15
Cc1ccc(S(=O)(=O)Nc2ccc3c(c2)C(=O)N([C@H](C)CO)C[C@@H](C)[C@H](CN(C)S(=O)(=O)c2ccc(Cl)cc2)O3)cc1	5
CC(=O)Oc1ccc(C(=O)Nc2ccc(F)cc2F)cc1	-10
N#CC1=C(SCC(=O)Nc2cccc3cccnc23)NC(=O)C(C#N)C12CCCCC2 (stereo not drawn)	-1
O=C(Nc1ccc(-c2nc3cccnc3s2)cc1)c1ccccc1	0
COc1ccc(CN(C)C[C@H]2Oc3c(NS(=O)(=O)c4cn(C)cn4)cccc3C(=O)N([C@H](C)CO)C[C@@H]2C)cc1	-4
C[C@H](CO)N1C[C@H](C)[C@H](CN(C)CC2CCCCC2)Oc2ccc(NS(=O)(=O)c3ccc(Cl)cc3)cc2C1=O	19
C[C@H]1CN([C@@H](C)CO)C(=O)c2cc(NS(=O)(=O)c3ccc(F)cc3)ccc2O[C@@H]1CN(C)S(=O)(=O)c1cccs1	-4
Cc1ccc(S(=O)(=O)N(C)C[C@@H]2Oc3c(NC(=O)C4CCCCC4)cccc3C(=O)N([C@@H](C)CO)C[C@@H]2C)cc1	-6
C[C@@H]1CN([C@@H](C)CO)C(=O)c2cccc(NC(=O)c3ccncc3)c2O[C@@H]1CN(C)C(=O)Nc1ccccc1	-10
COc1ccc(-n2c(=S)[nH]c3cc(C(=O)NC4CCCC(C)C4C)ccc3c2=O)c(OC)c1 (stereo not drawn)	5
C[C@H](CO)N1C[C@H](C)[C@@H](CN(C)Cc2ccc(C(F)(F)F)cc2)Oc2ccc(NS(=O)(=O)c3ccc(F)cc3)cc2C1=O	?
C[C@@H]1CN([C@@H](C)CO)C(=O)c2cccc(NC(=O)Nc3ccc(C(F)(F)F)cc3)c2O[C@@H]1CN(C)CC1CCCCC1	34
Cc1nc2sc3c(c2c2nnc(SCC(=O)c4ccccc4)n12)CCCC3	7
CN(C(=O)CSc1nncn2c1cc1sccc12)c1ccccc1	-2
Cc1noc(C)c1NC(=O)Nc1ccc2c(c1)C(=O)N([C@@H](C)CO)C[C@H](C)[C@H](CN(C)Cc1ccc(C(F)(F)F)cc1)O2	2
CC1CCc2c(sc3ncnc(SCCO)c23)C1 (stereo not drawn)	?
C=C1C2=C(O[C@H](/C(C)=C/C(C)CC(C)CC)[C@@H](O)[C@@H]2O)C(=O)N1OC (stereo partly drawn)	149*
Cc1ccc(S(=O)(=O)N(C)C[C@H]2OCCCC[C@@H](C)Oc3ccc(NS(=O)(=O)c4c(C)noc4C)cc3C(=O)N([C@H](C)CO)C[C@@H]2C)cc1	4
N#CCSc1nc2ccccc2c(=O)n1CCC(=O)NC1CCCCC1	6
C[C@H]1CN([C@@H](C)CO)C(=O)c2cccc(NS(=O)(=O)c3ccc(F)cc3)c2O[C@H]1CN(C)S(=O)(=O)c1ccc(Cl)cc1	-7
C[C@@H]1CN([C@@H](C)CO)C(=O)Cc2cc(NS(=O)(=O)c3cn(C)cn3)ccc2O[C@@H]1CN(C)Cc1ccncc1	0
COc1nc(NCCc2ccc(OC)c(OC)c2)nc(OC)n1	44

These rows are one share of the data; the hit share may differ from the screen's.
